Assay outcomes: PubChem BioAssay, Broad Institute
CASP6 VEID inh: inhibitors of human caspase-6. P55212. purified caspase-6, Z-VEID-R110 cleavage fluorescence. inhibition, % at 12.5 µM. 0.53% of 350,000 active. AID 686996;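 active means mean inhibition across replicates at least about 35%, with every replicate also reaching that limit, limit read from the data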;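 further: 0% = median of neutral control wells and 100% = no fluorescence left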
Target sequence (P55212 24-179 limits assumed): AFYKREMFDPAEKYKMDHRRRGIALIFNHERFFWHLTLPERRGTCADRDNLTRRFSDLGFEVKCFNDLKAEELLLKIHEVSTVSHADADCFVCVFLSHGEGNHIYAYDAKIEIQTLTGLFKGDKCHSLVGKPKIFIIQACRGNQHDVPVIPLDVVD
Target sequence (P55212 194-293 limits assumed): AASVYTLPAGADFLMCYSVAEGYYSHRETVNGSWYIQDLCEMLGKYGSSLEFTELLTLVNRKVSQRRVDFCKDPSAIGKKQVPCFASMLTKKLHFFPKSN
SIRT5 block: blocks human SIRT5 desuccinylation of peptide | Q9NXA8 | Purified SirT5, succinyl-peptide AMC, trypsin-coupled fluorescence | inhibition, % at 15 µM | 1.1% of 330,000 active | AID 652115; in the data active means inhibition above about 15%
Target sequence (Q9NXA8 whole entry, looked up): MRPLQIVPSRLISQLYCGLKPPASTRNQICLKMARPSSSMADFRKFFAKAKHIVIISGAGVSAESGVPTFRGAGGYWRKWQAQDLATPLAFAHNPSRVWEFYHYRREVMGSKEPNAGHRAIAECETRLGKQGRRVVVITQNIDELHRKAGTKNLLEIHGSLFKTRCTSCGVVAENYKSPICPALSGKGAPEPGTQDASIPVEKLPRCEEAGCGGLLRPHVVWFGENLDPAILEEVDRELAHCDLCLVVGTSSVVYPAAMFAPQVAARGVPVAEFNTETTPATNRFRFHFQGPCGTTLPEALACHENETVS
S100A4 MyoIIA: S100A4-myosin IIA interaction inhibition | P26447 | S100A4/TAMRA-MyoIIA peptide fluorescence polarization | inhibition, % at 10.7 µM | 0.14% of 360,000 active | AID 652163;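 active means mean inhibition of at least 70% across replicates, with every replicate also reaching that level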
Target sequence (P26447 whole entry, looked up): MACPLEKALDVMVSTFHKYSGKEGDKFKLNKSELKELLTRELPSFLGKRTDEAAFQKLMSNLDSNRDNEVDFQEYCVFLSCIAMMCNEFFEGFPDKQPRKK
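Test system: S100A4 monomer protein; Medium: HEPES pH 7.2 with CaCl2, KCl, NaCl, DTT, Triton; Probe or stimulus: TAMRA-labelled myosin IIA heavy-chain peptide probe, 5 nM; Doses: one dose per compound; Times: polarization read 5 min after assay mix addition, stable 5–60 min; Benchmarks: neutral control DMSO, positive control TFP.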
LGR2 antag: inhibitors of bursicon-induced Drosophila LGR2 receptor cAMP signaling; HEK293 LGR2, CRE-luciferase, bursicon-stimulated, 4 h; inhibition, % at 9.99 µM; 0.35% of 380,000 active; AID 720647;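 active means drop in luminescence signal, shown as inhibition above about 50% in the replicate tests, limit read from the data, passing the limit was not always enough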;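 further: agonist challenge used bursicon conditioned medium at about half maximal strength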
FN deposition inh: fibronectin deposition inhibition; 0.086% of 350,000 active; AH1F fibroblasts, Alexa488-fibronectin deposition fluorescence, overnight; inhibition, % at 12.6 µM;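 active means mean inhibition across replicates of 30% or more, regardless of how many single replicates reach that level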;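 further: positive control wells lacked labelled fibronectin entirely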
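Material – AH1F fibroblast monolayer, labelled fibronectin deposition · Reagent – labelled fibronectin 24 nM · Timing – 1 h adhesion, overnight exposure · Measured by – fluorescence at 485 nm excitation, 525 nm emission · Read-out – inhibition of fibronectin deposition signal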
Statin myotox sup: suppressors of simvastatin-induced myotoxicity in C2C12 myotubes | AID 602340 | rescue of ATP level, % at 7.49 µM | ATP luminescence, 48 h; scaled: DMSO 0, geranylgeraniol control 100 | 0.78% of 330,000 active;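 active means mean ATP rescue above about 67%, or every replicate alone reaching that limit, limit read from the data, passing the limit was not always enough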;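 further: myotubes were challenged with 10 µM simvastatin during compound exposure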
esBAF inh: SWI/SNF esBAF complex inhibition | mouse ES cells, Bmi1-luciferase knock-in reporter, 24 h; 100% = twice the neutral-well signal | reporter increase, % at 12.5 µM | 2% of 350,000 active; in the data active means activation above about 40%;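 further: 0% = median of the plate's neutral control wells and 100% = double that signal; a rise in the Bmi1 reporter signal indicates esBAF inhibition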
* = called active by the depositor; x = not tested or not shown; & = joins results of further samples.

| SMILES | CASP6 VEID inh | SIRT5 block | S100A4 MyoIIA | LGR2 antag | FN deposition inh | Statin myotox sup | esBAF inh |
| --- | --- | --- | --- | --- | --- | --- | --- |
| C[C@@H]1CCCCO[C@@H](CN(C)Cc2ccccc2)[C@@H](C)CN([C@H](C)CO)C(=O)c2cc(NC(=O)c3ccccc3)ccc2O1 | x | x | x | -4.3 | 2.7 | x | 1.8 |
| Cc1c(C(=O)C(=O)NCC2CCCO2)c2ccccc2n1C (stereo not given) | 0.4 | 1.2 | 0.3 | 4.6 | -0.8 | 3.0 | -5.7 |
| COc1ccc(-n2c(C)cc(-c3cn4cccc(C)c4n3)c2C)cc1 | x | -0.7 | -12.9 | -28.4 | 1.2 | x | x |
| CN1C(=O)c2cc(NC(=O)C3CCCC3)ccc2OC[C@@H]2O[C@H](CC(=O)NCC3CC3)CC[C@@H]21 | 3.6 | 6.9 | -11.7 | 3.6 | -8.0 | -20.4 | -1.5 |
| CCCCC(O)(CCCC)C(=O)NN(C(=O)CCl)c1ccccc1 | 4.9 | 1.2 | 0.9 | 19.6 | x | x | x |
| O=C(Oc1ccccc1)N(c1ccccc1)c1ccccc1 | -1.2 | -2.8 | -3.5 | x | -3.1 | x | x |
| O=C(CS(=O)CC(=O)Nc1ccccc1-c1ccccc1)Nc1ccc(F)cc1 (stereo not given) | 0.8 | 0.1 | -23.5 | 0.0 | 2.1 | 41.0 | 2.4 |
| COc1ccccc1CN1C[C@@H]2C[C@@H](C3=Cc4cccc(OC)c4OC3)N3CCC[C@@]23C1=O | 9.4 | -2.6 | -2.5 | 0.0 | 15.3 | x | x |
| COc1ccc(CC(=O)NC(C)c2nnc(SCC(=O)Nc3ccccc3F)n2C)cc1 (stereo not given) | -1.3 | -5.6 | -1.1 | -7.3 | 10.3 | x | x |
| CCOC(=O)c1[nH]c2ccccc2c1NC(=O)c1ccc(Br)o1 | -3.5 | -1.6 | 5.9 | 11.6 | x | -2.4 | -6.4 |
| COc1ccc(S(=O)(=O)Nc2ccc3c(c2)C(=O)N([C@@H](C)CO)C[C@H](C)[C@H](CN(C)C(=O)c2ccncc2)OCCCC[C@H](C)O3)cc1 | 0.1 | -4.2 | 8.1 | 17.6 | x | x | 2.6 |
| CN1C[C@@H]2C(c3ccc(Cl)nc3)C3(c4ccccc4)CC2(C3)[C@H]1c1ccccc1 (stereo not given in full) | -0.2 | 0.8 | -4.6 | 5.2 | -7.2 | 4.9 | -12.8 |
| C=C(C)CSc1nc2ccccc2[nH]1 | -0.4 | 4.0 | 2.4 | x | 1.2 | x | x |
| c1ccc2c(c1)nc1n2CN(Cc2ccc3c(c2)OCO3)CN1 | x | x | x | x | -5.1 | 3.5 | -7.5 |
| O=C(CCC(=O)c1cccs1)NCC(c1ccc(F)cc1)N1CCOCC1 (stereo not given) | 2.9 | -4.5 | -5.3 | 2.2 | -2.2 | 4.5 | 0.5 |
| CCN(C(=O)CSc1nc2ccc(Cl)cc2[nH]1)C1CCS(=O)(=O)C1 (stereo not given) | -0.6 | x | 0.1 | 0.5 | 0.0 | -3.9 | -3.0 |
| COc1ccc(CNC(=O)COC(=O)c2cc(C)nc3ccccc23)cc1 | 1.4 | -2.6 | -2.4 | 1.3 | 5.7 | 2.3 | 6.3 |
| CCCC(C)C(=O)Nc1ccc(S(N)(=O)=O)cc1 (stereo not given) | 1.6 | 11.2 | -3.8 | -14.5 | 4.1 | -3.5 | -2.9 |
| COc1ccccc1NS(=O)(=O)c1ccc(C(=O)N2CCN(c3ccccn3)CC2)cc1 | 0.8 | -3.1 | -0.2 | 0.3 | -10.5 | -2.8 | -14.0 |
| CCCCNC(=O)COC(=O)CCC(=O)c1cccs1 | 3.4 | -3.1 | -2.5 | -11.8 | x | x | x |

Limited to SIRT5 block, for some of the entries so far:
| smiles | SIRT5 block |
| --- | --- |
| CCCC(C)C(=O)Nc1ccc(S(N)(=O)=O)cc1 (stereo not given) | 11.2 |
| COc1ccccc1NS(=O)(=O)c1ccc(C(=O)N2CCN(c3ccccn3)CC2)cc1 | -3.1 |

Further records follow.
| SMILES | CASP6 VEID inh | SIRT5 block | S100A4 MyoIIA | LGR2 antag | FN deposition inh | Statin myotox sup | esBAF inh |
| --- | --- | --- | --- | --- | --- | --- | --- |
| O=C(CN1c2cccc3cccc(c23)S1(=O)=O)N1CCCCC1 | 3.1 | -7.8 | -3.6 | 15.5 | -7.9 | -0.5 | -1.0 |
| CCOC(=O)[C@H]1[C@H]2COc3ccc(Br)cc3[C@@H]2N2C(=O)N(c3ccccc3)C(=O)[C@@]12C | 3.3 | x | -1.2 | -4.7 | 1.0 | 30.3 | 5.6 |
| CC(C)CCN1C(=O)CSCC1(C)C(=O)NCc1ccccc1 (stereo not given) | 3.0 | -2.5 | -2.9 | 0.1 | -0.2 | x | x |
| COC(=O)c1cccc(NC(=O)Cn2cnc3c2c(=O)n(C)c(=O)n3C)c1 | x | x | x | x | -2.8 | 15.2 | 8.2 |
| COc1ccc(/C=C/C(=O)OCC(=O)Nc2cc3oc4ccccc4c3cc2OC)cc1 | -0.5 | 1.4 | -2.0 | 0.7 | -7.0 | x | x |
| Cc1c(Cl)cccc1NC(=O)CCNC(=O)N1CC(=O)Nc2ccccc21 | -1.8 | -8.6 | -4.9 | -2.1 | -4.3 | 3.2 | 5.6 |
| O=C(CN1C(=O)NC2(CCCC2)C1=O)Nc1cc(Cl)ccc1N1CCOCC1 | -2.1 | 4.4 | -1.3 | -12.5 | 6.6 | x | x |
| CS(=O)(=O)N1CCN(c2c(Cl)cccc2[N+](=O)[O-])CC1 | -0.9 | 1.0 | 2.6 | -2.5 | x | 0.5 | 0.5 |
| COc1ccccc1C(=O)COC(=O)c1ccc(Cl)nc1 | 2.2 | -1.5 | 0.4 | -2.4 | -5.5 | 0.8 | 3.9 |
| CCc1nc(-c2ccccc2)c2ccccn12 | -0.9 | -3.3 | -0.2 | -19.2 | 11.2 | 4.0 | 1.6 |
| C[C@H](CO)N1C[C@H](C)[C@H](CN(C)Cc2ccccc2C(=O)O)Oc2cc(-c3ccc(F)cc3)ccc2S1(=O)=O | -0.5 | 2.9 | 10.3 | -8.2 | 3.2 | 3.1 | -4.9 |
| CN(C)CCC(c1ccc(Cl)cc1)c1ccccn1 (stereo not given) | 4.5&-0.7 | -9.0&-0.7 | -0.8&-4.6 | -3.6 | 1.8&3.6 | 5.5&-1.5 | -1.6&3.0 |
| CCC(C)c1ccc(NC(=O)C2CCN(c3ncccn3)CC2)cc1 (stereo not given) | x | x | x | x | 14.0 | -47.2 | -2.6 |
| COC(=O)Cn1c(CN2CCOCC2)nc2c1c(=O)[nH]c(=O)n2C | -0.3 | x | -3.8 | 3.6 | -2.1 | -9.6 | -13.8 |
| Cc1nnc(N(C)C(=O)Cc2ccc3c(c2)OCO3)s1 | x | x | x | 14.9 | x | -0.7 | -4.3 |
| CCC(C)NC(=O)Cc1ccc(-c2ccccc2)cc1 (stereo not given) | x | x | x | 1.3 | -0.5 | 8.8 | 2.7 |
| COc1cccc(NC(=O)Nc2ccc3c(c2)C(=O)N(C)C[C@@H](OC)[C@H](C)CN[C@@H](C)CO3)c1 | -2.2 | 6.1 | -7.7 | 1.1 | 1.6 | -16.0 | -2.7 |
| COc1ccccc1-c1ccc(/C=C2/C=C(CC(C)C)OC2=O)o1 | x | x | -14.0 | -27.0 | -9.7 | x | -0.2 |
| C/C=C/C(=O)OCC(=O)Nc1cccc(S(=O)(=O)NC2=NCCCCC2)c1 | -0.7 | -4.4 | 0.4 | 10.2 | 4.9 | x | x |
| COc1ccc(CN(C)C[C@H]2Oc3c(NC(=O)C4CCCCC4)cccc3C(=O)N([C@@H](C)CO)C[C@@H]2C)cc1 | -0.8 | 1.0 | 5.1 | 5.0 | x | -10.5 | -1.7 |

Continuation:
| SMILES | CASP6 VEID inh | SIRT5 block | S100A4 MyoIIA | LGR2 antag | FN deposition inh | Statin myotox sup | esBAF inh |
| --- | --- | --- | --- | --- | --- | --- | --- |
| Cc1c(C(=O)NN2CCN(C)CC2)cccc1[N+](=O)[O-] | x | x | x | -11.4 | -4.8 | 2.1 | -5.1 |
| CC(C)c1nnc(NC(=O)CCC(=O)N2CCC(Cc3ccccc3)CC2)s1 | -1.2 | -4.4 | 0.1 | -9.3 | 1.5 | 37.4 | -3.8 |
| CC(C)(C)[C@@H]1C=C(C(=O)N2CCN(Cc3ccc4c(c3)OCO4)CC2)O[C@H](OCc2ccc(CO)cc2)C1 | -0.4 | 0.4 | -4.5&-2.7 | -2.7 | 0.8 | x | x |
| O=C(C[C@H]1C=C[C@H](NC(=O)Nc2ccc3c(c2)OCO3)[C@H](CO)O1)NCc1ccc2c(c1)OCO2 | -1.0 | -1.1 | -2.8 | 17.9 | x | 7.9 | -5.3 |
| CN(C)CC#Cc1ccc([C@@H]2[C@@H](CO)N3C(=O)CN(C(=O)c4ccc(F)cc4)C[C@H]23)cc1 | 2.1 | 0.0 | -5.2 | 2.5 | x | x | x |
| CCN(CC(=O)NCc1ccc(F)cc1)C(=O)/C=C/c1cc(OC)ccc1OC | -1.4 | -5.8 | -0.9 | -3.5 | 16.3 | -13.4 | -0.1 |
| O=C1C(Nc2cccc(O)c2)=C(N2CCCCC2)C(=O)c2ccccc21 | x | x | x | x | -12.0 | -288.4 | 1.7 |
| N#Cc1ccc(CSc2nc(N)cc(N)n2)cc1 | -3.4 | 3.6 | 0.2 | 21.2 | 4.8 | -1.4 | 11.8 |
| O=C(C[C@H]1C[C@@H]2c3cc(NC(=O)C4CCC4)ccc3O[C@@H]2[C@H](CO)O1)NCC(F)(F)F | -1.4 | -2.3 | -5.1 | 14.8 | -12.6 | -4.1 | 0.4 |
| Cc1ccc(NC(=O)COC(=O)c2ccccc2-c2nc3ccccc3s2)c(C)c1 | 0.0 | -0.4 | 5.9 | -1.8 | 1.6 | x | x |
| CC1CC(C)CN(S(=O)(=O)c2ccc(NC(=O)CN3CCCCCC3)cc2)C1 (stereo not given) | -0.4 | -3.3 | -6.4 | 7.6 | -5.7 | 3.3 | -5.9 |
| Cc1ccc(C2(C)NC(=O)N(CC(=O)N(c3ccccc3)C3CCS(=O)(=O)C3)C2=O)cc1 (stereo not given) | 0.3 | -4.5 | 2.5 | -2.4 | -2.6 | x | x |
| COc1cc(C2(c3ccc(O)c(OC)c3)C(=O)Nc3c(Br)cc(Br)cc32)ccc1O | 8.0 | 2.6 | -6.3 | -3.7 | 7.5 | 26.5 | -13.9 |
| CCOc1cc(CN2CCc3c([nH]c4ccccc34)C2)ccc1OC | -3.7 | -1.8 | -7.3 | -1.7 | 2.1 | -17.7 | -5.4 |
| C[C@H](CO)N1C[C@H](C)[C@H](CN(C)S(=O)(=O)c2ccc(F)cc2)Oc2ncc(C#CC(C)(C)O)cc2C1=O | -0.6 | -1.1 | -13.2 | -23.9 | -3.9 | 20.8 | -3.7 |
| C[C@@H]1CCCCO[C@@H](CN(C)S(=O)(=O)c2ccc(F)cc2)[C@@H](C)CN([C@H](C)CO)C(=O)c2cc(NC(=O)Nc3ccc(C(F)(F)F)cc3)ccc2O1 | -4.1 | 3.8 | -3.1 | 12.1 | -6.3 | x | -1.2 |
| CCN(CC)c1ncnnc1-c1ccccc1 | -5.6 | -1.9 | -1.1 | -5.6 | 4.7 | 0.7 | 6.4 |
| COCC(=O)Nc1ccc2c(c1)[C@H]1C[C@@H](CC(=O)NCC(F)(F)F)O[C@@H](CO)[C@H]1O2 | -1.2 | -3.3 | 19.5 | 5.8 | x | -8.5 | 0.8 |
| COc1ccc(Br)cc1CN(C)C(=O)Cc1ccc(S(=O)(=O)N2CCOCC2)s1 | 3.1 | -0.4 | 9.3 | -17.8 | x | 11.7 | x |
| CCOc1ccc(C2C(C#N)=C(N)Oc3cc(O)ccc32)cc1OCC (stereo not given) | -0.2 | 3.3 | 0.4 | -7.0 | -1.1 | 11.9 | -3.0 |
| C[C@H]1CCCCO[C@@H](CN(C)Cc2ccncc2)[C@@H](C)CN([C@@H](C)CO)C(=O)c2cc(NC(=O)c3ccccc3)ccc2O1 | 1.9 | 4.1 | 12.0 | 9.4 | x | -9.8 | -3.6 |

The list is partial; rates above refer to the full screens.
